# NCOA2 inhibitor: human SRC2 (NCOA2) inhibition; Q15596; HEK293 GAL4-SRC2 luciferase reporter, luminescence; inhibition, % at 9 µM; 0.17% of 370,000 active;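 active means inhibition above the mean inhibition of all tested compounds plus 3 SD, set per campaign, cut at about 52% in these data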;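 further: 0% = DMSO treated cells and 100% = cells given Gossypol at 36 µM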
# SRC3 inh: inhibitors of human steroid receptor coactivator 3 (SRC3); Q9Y6Q9; HEK293 GAL4-SRC3 luciferase reporter, luminescence; inhibition, % at 3.6 µM; 0.17% of 360,000 active; AID 588352;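 active means inhibition above a per-campaign cutoff, the mean of all compounds plus 3 SD, cut at about 60% in these data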;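 further: 0% = DMSO-treated cells and 100% = gossypol-treated cells at 36 µM; higher means less SRC3-driven luciferase light from the GAL4 reporter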
# COUP-TFII inh: blocks human COUP-TFII nuclear receptor; HEK293T NGFI-A luciferase reporter, luminescence; inhibition, % at 8.6 µM; 0.7% of 370,000 active; AID 686940;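 active means inhibition above a per-plate cutoff, mean inhibition of test wells between control levels plus 3 SD, cut at about 38% in these data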;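 further: cells cotransfected with COUP-TFII expression vector driving the NGFI-A reporter; 0% = median of COUP-TF2 test wells and 100% = reporter-only cells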
# LMP1 NFkB inh: reduces LMP1-driven NF-kappaB luciferase signal. 0.69% of 350,000 active. AID 504558. inhibition, % at 12.5 µM. LMP1-induced NF-kappaB luciferase reporter cells, luminescence; in the data active means inhibition above about 41%;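 further: 0% = neutral control wells and 100% = reference inhibitor control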
# MC4R barr agon: activates human MC4R beta-arrestin recruitment; P32245; U2OS MC4R beta-arrestin complementation, luminescence; percent of melanotan II response, DMSO zero; activation, % at 8.9 µM; 0.98% of 360,000 active; AID 540308;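 active means activation above a per-plate cutoff, the mean activation of sample wells on that plate plus 3 SD, cut at about 8% in these data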
# MC4R antag cAMP: blocks human MC4R cAMP signaling; P32245; inhibition, % at 6.5 µM; MC4R-expressing cells, MTII-stimulated cAMP, LANCE TR-FRET; 0.48% of 360,000 active; AID 540295;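 active means inhibition above its plate's cutoff, the mean of tested wells on that plate plus 3 SD, cut at about 29% in these data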;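 further: 0% = Melanotan II alone and 100% = Melanotan II plus saturating MCL0020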
#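 Assay system: human MC4R-expressing U2OS cells; reagent: Melanotan II stimulation of cells; dosing: 6.5 µM single dose; timing: compound 30 min, challenge 1 h, detection 1 h; signal: TR-FRET cAMP assay; replicates: one well per compound, no replicates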
# NCOA1 inh: inhibitors of human steroid receptor coactivator 1 (SRC1); Q15788; HEK293 GAL4-SRC1 luciferase reporter, luminescence; inhibition, % at 3.6 µM; 0.12% of 360,000 active; AID 588354;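 active means inhibition above the campaign mean plus 3 SD, with each screening campaign given its own cutoff, cut at about 60% in these data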;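 further: 0% = DMSO treated cells and 100% = gossypol at 36 µM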
# LRH-1 inv ag: inverse agonists of human LRH-1 (NR5A2) | O00482 | HEK293T StAR-luciferase reporter, LRH-1 transfected, 24 h | inhibition, % at 3.6 µM | 0.13% of 360,000 active;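 active means inhibition above the mean inhibition of all tested compounds plus 3 SD, cut at about 73% in these data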;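 further: 0% = DMSO wells and 100% = reporter-only cells lacking LRH-1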
# TLR9-MyD88 inh: TLR9-MyD88 interaction inhibition; CHO BLA complementation TLR9-MyD88, CCF4 FRET ratio; inhibition, % at 4.98 µM; 0.21% of 340,000 active;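 active means inhibition above the mean over all tested compounds plus 3 SD, cut at about 21% in these data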;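 further: 0% = DMSO only wells and 100% = clavulanate BLA inhibitor control wells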
# NOD2-RIPK2 inh: blocks binding of human NOD2 to RIPK2 | CHO BLA complementation NOD2-RIPK2, CCF4 ratio | AID 624267 | inhibition, % at 4.98 µM | 0.38% of 360,000 active; in the data active means inhibition above about 21%;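 further: 0% = vehicle only and 100% = reference blocker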
# ABHD5 PLIN5 PPI: ABHD5-PLIN5 protein interaction inhibition; Q00G26+Q8WTS1; Split G. princeps luciferase complementation, luminescence, 4 h; inhibition, % at 4 µM; 0.78% of 360,000 active;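 active means inhibition above the mean inhibition across every tested compound plus 3 SD, cut at about 22% in these data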;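 further: 0% = DMSO only wells and the 100% control is not disclosed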
# Target sequence (Q00G26 whole entry, looked up): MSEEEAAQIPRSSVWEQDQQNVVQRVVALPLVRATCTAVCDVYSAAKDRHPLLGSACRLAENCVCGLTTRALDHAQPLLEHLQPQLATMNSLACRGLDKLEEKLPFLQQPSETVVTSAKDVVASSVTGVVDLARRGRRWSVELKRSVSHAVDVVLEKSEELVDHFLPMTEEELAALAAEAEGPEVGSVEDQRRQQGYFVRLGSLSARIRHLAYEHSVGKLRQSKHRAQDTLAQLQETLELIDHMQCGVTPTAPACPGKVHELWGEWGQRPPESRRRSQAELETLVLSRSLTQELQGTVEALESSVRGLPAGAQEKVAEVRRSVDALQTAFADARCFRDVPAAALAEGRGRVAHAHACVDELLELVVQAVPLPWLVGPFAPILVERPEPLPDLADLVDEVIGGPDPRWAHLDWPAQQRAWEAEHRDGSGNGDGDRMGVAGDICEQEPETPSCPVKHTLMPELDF
# Target sequence (Q8WTS1 whole entry, looked up): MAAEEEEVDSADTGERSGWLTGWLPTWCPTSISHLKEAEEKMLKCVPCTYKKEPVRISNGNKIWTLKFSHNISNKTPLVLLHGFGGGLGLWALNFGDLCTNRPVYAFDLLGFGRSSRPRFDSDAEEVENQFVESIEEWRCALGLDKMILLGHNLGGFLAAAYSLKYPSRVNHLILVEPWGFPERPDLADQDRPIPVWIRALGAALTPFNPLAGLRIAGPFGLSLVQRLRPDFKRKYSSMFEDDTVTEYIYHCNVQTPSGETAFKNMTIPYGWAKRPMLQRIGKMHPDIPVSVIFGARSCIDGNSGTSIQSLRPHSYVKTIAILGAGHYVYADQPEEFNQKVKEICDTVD
# Numbers without * were called inactive; . = not tested or not shown. A portion of the library; count on the stated rates, not on these rows.
SMILES,NCOA2 inhibitor,SRC3 inh,COUP-TFII inh,LMP1 NFkB inh,MC4R barr agon,MC4R antag cAMP,NCOA1 inh,LRH-1 inv ag,TLR9-MyD88 inh,NOD2-RIPK2 inh,ABHD5 PLIN5 PPI
CN(Cc1ccccc1)C1CCCN(C(=O)c2ccc(Cl)s2)C1 (configuration not stated),-1,-1,-2,-1,-3.3,2,-5,1,3,-13,-1
CCOc1ccc2nc(SCC(=O)NCc3ccccc3)[nH]c2c1,-9,2,-4,1,-1.5,12,19,4,0,-2,0
CCN(CC)CCCn1c2c(c(SCC(=O)Nc3ccc4c(c3)OCO4)nc1=O)CCC2,1,-16,-5,-3,-1.9,4,1,-18,-3,5,-6
CCOC(=O)N1CCN(S(=O)(=O)c2ccc(C(=O)Nc3nnc(C4CC4)o3)cc2)CC1,-20,8,-15,-2,2.0,14,-1,-4,-12,-8,-4
COc1ccc(NC(=O)CSCC(=O)N2CCCc3ccccc32)cc1,8,-2,5,-8,-3.3,3,-4,6,6,3,4
CCN(CC(=O)NCc1cccs1)C(=O)c1cccc(S(=O)(=O)N2CC(C)OC(C)C2)c1 (configuration not stated),4,-14,-9,4,-0.2,5,-16,-8,-8,-10,9
CCOC(=O)c1c(C)[nH]c(C)c1S(=O)(=O)N(C)CC(=O)NCc1cccc(Br)c1,9,8,10,-9,-1.4,4,-11,-7,5,3,7
COc1ccccc1Oc1ccnc2cc(Cl)ccc12,-17,2,-3,-4,1.7,21,3,-21,-5,5,5
CC(C)OC(=O)CSc1nnc(-c2cnccn2)n1-c1ccccc1,1,-4,-4,0,-0.1,-2,-21,15,0,-10,-1
Cc1ccc(C(C)C)c(OCC(=O)NNC(=O)Cc2ccc(S(=O)(=O)N3CCOCC3)s2)c1,8,-24,1,-3,3.0,5,-1,-19,-8,-22,3
Cc1ccc(NC(=O)CCCc2nc3ccccc3s2)c(O)c1,-10,7,8,0,-2.8,-7,-3,6,-7,-4,-3
CCCn1ncc(CN2CCC(N3CCC(C(=O)N4CCOCC4)CC3)CC2)c1C,0,-9,18,-11,1.1,-1,-4,9,6,-3,9
Cc1ccc(C)c(N(C)C(=O)CCS(=O)(=O)c2cccc3nonc23)c1,9,-6,-1,-6,1.7,0,9,13,-8,-3,12
O=C(O)CSC1CC(=O)N(c2ccc(F)cc2)C1=O (configuration not stated),26,-4,0,-9,-0.1,0,-1,31,5,2,-2
COC(OC)c1ccnc(-c2ccc(OC(=O)c3cccs3)cc2)n1,-14,1,-2,-2,-1.7,3,-29,-12,-8,-3,3

# The list goes on, overlapping the part above by 2 compounds.
SMILES,NCOA2 inhibitor,SRC3 inh,COUP-TFII inh,LMP1 NFkB inh,MC4R barr agon,MC4R antag cAMP,NCOA1 inh,LRH-1 inv ag,TLR9-MyD88 inh,NOD2-RIPK2 inh,ABHD5 PLIN5 PPI
O=C(O)CSC1CC(=O)N(c2ccc(F)cc2)C1=O (configuration not stated),26,-4,0,-9,-0.1,0,-1,31,5,2,-2
COC(OC)c1ccnc(-c2ccc(OC(=O)c3cccs3)cc2)n1,-14,1,-2,-2,-1.7,3,-29,-12,-8,-3,3
O=C(NCC(O)CN1CCOCC1)c1ccc([N+](=O)[O-])cc1 (configuration not stated),-24,13,-8,-1,-0.5,-5,-1,3,4,2,0
C=CCOc1ccc(CNn2cn[nH]c2=S)cc1,24,-24,-2,-5,-3.3,0,-4,0,-6,7,2
COc1ccc(NC(=O)c2cc(OC)c(OC)c(OC)c2)cc1S(=O)(=O)N1CCCCC1,-38,28,-23,0,1.9,5,14,3,4,-3,-1
COc1ccc(CCNC(=O)c2cc(=O)c3cc(C)ccc3o2)cc1,-3,-32,0,-1,0.1,8,-6,5,-1,-18,-3
CCn1cc(S(=O)(=O)N2CCN(Cc3ccc(F)cc3)CC2)cn1,-35,12,-6,5,-2.3,-8,13,-6,4,7,7
Cc1ccccc1OCCN1C(=O)c2ccccc2C1=O,-41,-48,-28,-14,-0.2,-5,-47,-67,-3,-6,-7
COc1ccc(CC(=O)Nc2ccc(S(=O)(=O)N3CCN(C)CC3)cc2)cc1,-13,13,-16,1,-1.8,7,-15,7,-4,-3,-13
Cc1ccc2nc(-c3ccccc3)cc(C(=O)N3CCN(S(=O)(=O)c4c(C)noc4C)CC3)c2c1,3,6,9,-2,0.9,10,-9,13,7,-9,-2
C#CC(C)(CC)NC(=O)c1cc2cccc(CC=C)c2oc1=O (configuration not stated),13,9,-2,-14,1.0,1,14,-5,-6,-2,-4
CC(C)CNc1nc(=S)nc(N(C)C)[nH]1,-18,14,-5,-3,-0.8,11,7,8,8,-2,-3
COc1ccc(/C=N/Nc2ncc(-c3ccccc3)cn2)c(OC)c1,-19,-5,9,9,1.2,2,17,-9,-3,-5,1
O=C(Nc1cc(Br)ccc1O)c1cc(-c2ccccc2)on1,-36,-48,5,-36,1.7,7,-25,-10,2,1,12
Cc1ccc(NS(=O)(=O)c2ccc3c(c2)NC(=O)CCS3)c(Br)c1,-9,1,-31,-5,-1.4,16,-24,0,-6,-10,-6
CCCc1ccc(C(=O)NNc2cccc(C)c2)cc1,18,28,-14,-22,1.6,-3,-6,2,-16,1,-1
COCC(=O)NC1CCN(C(=O)Nc2ccc(Br)cc2)CC1,11,7,13,-11,0.2,0,-1,4,-7,-7,0
Cc1ccc(S(=O)(=O)NCCCCCC(=O)NC(C)(C)CO)cc1,-18,3,-2,1,-0.8,4,-2,7,1,-16,-10
NS(=O)(=O)c1ccc(NC(=S)NC2CCCCC2)cc1,-6,-10,-12,11,-3.7,2,-20,-8,14,-5,-10
Nc1nc(SCc2ccccc2[N+](=O)[O-])c2ncn(Cc3ccccc3)c2n1,21,-5,-3,-1,-1.1,0,5,-14,-4,-21,4
Cc1noc(C)c1C(=O)N1CCC1(C)C(=O)NS(=O)(=O)c1ccc(C#N)cc1 (configuration not stated),-4,-19,-4,.,-1.2,4,6,18,.,-7,-2
Cc1nn(C)c(C)c1/C=C/C(=O)c1cccs1,-44,-33,-24,7,-2.1,-1,-49,-42,-7,-3,-7
CCOc1ccc(CN2CCN(Cc3cccn3-c3cccnc3)CC2CCO)cc1 (configuration not stated),-18,9,1,-14,-0.1,-1,-4,7,-1,-5,0
COc1ccccc1CNC(=O)CCS(=O)(=O)c1cccs1,-45,0,-6,-6,4.0,-2,-12,-19,-3,-1,7
COc1ccccc1N1CC=C(c2cccc([N+](=O)[O-])c2)NC1=O,3,5,11,8,1.2,15,-4,-2,0,-2,0
COP(=O)(OC)c1nc(-c2ccc([N+](=O)[O-])cc2)oc1N1CCCCC1,-5,10,-13,5,-1.2,6,5,17,12,12,5
Cc1ccc(CSC2=NCCN2S(=O)(=O)c2ccc(F)cc2)cc1,-2,13,-1,1,-2.9,3,-21,10,-4,-4,3
O=C(O)C1CSC(c2ccc(O)c([N+](=O)[O-])c2)N1 (configuration not stated),-14,12,8,-6,-3.2,5,-8,7,10,-2,-1
O=C(NCCCN1CCCC1=O)c1cccc(S(=O)(=O)Nc2ccccc2Cl)c1,4,1,-13,-1,-1.2,24,0,5,-12,19,0
CC1CN(C(=O)c2cc3c(=O)n4ccccc4nc3s2)CC(C)O1 (configuration not stated),14,-4,-11,0,-0.9,0,-6,-13,-4,-19,6
COC(=O)COc1ccc(S(=O)(=O)N2CCN(c3ccccc3F)CC2)cc1C,-13,5,-14,-9,0.4,17,-7,6,8,0,1
CCCCNC(=O)C1(C)CCCCN1C(=O)c1cc(C)n(C(C)(C)C)n1 (configuration not stated),-23,12,26,.,0.4,5,2,-12,.,-11,1

# Some of the entries so far, with values under each structure.
# Every second line gives: NCOA2 inhibitor	SRC3 inh	COUP-TFII inh	LMP1 NFkB inh	MC4R barr agon	MC4R antag cAMP	NCOA1 inh	LRH-1 inv ag	TLR9-MyD88 inh	NOD2-RIPK2 inh	ABHD5 PLIN5 PPI
COc1ccccc1N1CC=C(c2cccc([N+](=O)[O-])c2)NC1=O
    3	5	11	8	1.2	15	-4	-2	0	-2	0
Cc1ccc(S(=O)(=O)NCCCCCC(=O)NC(C)(C)CO)cc1
    -18	3	-2	1	-0.8	4	-2	7	1	-16	-10
O=C(O)C1CSC(c2ccc(O)c([N+](=O)[O-])c2)N1 (configuration not stated)
    -14	12	8	-6	-3.2	5	-8	7	10	-2	-1

# 5 entries already listed, sorted by molar mass, descending:
SMILES,NCOA2 inhibitor,SRC3 inh,COUP-TFII inh,LMP1 NFkB inh,MC4R barr agon,MC4R antag cAMP,NCOA1 inh,LRH-1 inv ag,TLR9-MyD88 inh,NOD2-RIPK2 inh,ABHD5 PLIN5 PPI
O=C(NCCCN1CCCC1=O)c1cccc(S(=O)(=O)Nc2ccccc2Cl)c1,4,1,-13,-1,-1.2,24,0,5,-12,19,0
COC(=O)COc1ccc(S(=O)(=O)N2CCN(c3ccccc3F)CC2)cc1C,-13,5,-14,-9,0.4,17,-7,6,8,0,1
CCCCNC(=O)C1(C)CCCCN1C(=O)c1cc(C)n(C(C)(C)C)n1 (configuration not stated),-23,12,26,.,0.4,5,2,-12,.,-11,1
CC1CN(C(=O)c2cc3c(=O)n4ccccc4nc3s2)CC(C)O1 (configuration not stated),14,-4,-11,0,-0.9,0,-6,-13,-4,-19,6
COc1ccccc1CNC(=O)CCS(=O)(=O)c1cccs1,-45,0,-6,-6,4.0,-2,-12,-19,-3,-1,7

# Later entries:
SMILES,NCOA2 inhibitor,SRC3 inh,COUP-TFII inh,LMP1 NFkB inh,MC4R barr agon,MC4R antag cAMP,NCOA1 inh,LRH-1 inv ag,TLR9-MyD88 inh,NOD2-RIPK2 inh,ABHD5 PLIN5 PPI
COc1cc2c(cc1OC)C(c1ccc(O)cc1)NCC2 (configuration not stated),8,2,-5,-7,1.5,21,6,14,-4,-61,-1
O=C(NCCCCc1ccccc1)c1cccc(NC(=O)C2CCC2)c1,-47,6,1,6,1.0,10,14,-4,2,-9,15
S=C(NCc1cccc(Cl)c1)NCc1ccco1,13,11,12,-6,-4.0,2,8,-2,-4,-8,3
Cc1ccc(NC(=O)C2CCCCC2C(=O)O)cc1C (configuration not stated),-11,-15,-9,-8,-1.5,0,-183,-5,-4,3,2
O=c1oc2ccccc2n1Cc1ccccc1Cl,-7,9,-7,7,4.2,7,6,-21,-2,-6,-5
CN1CCN(C(=O)C2=C[C@@H](C3CCCCC3)C[C@@H](OCc3ccc(CO)cc3)O2)CC1,-14,13,-1,-5,-0.9,-1,8,6,-7,-2,9
Cc1ccc(CN2CCC(Oc3cccc(C(=O)NCc4cccnc4)c3)CC2)o1,8,-2,5,7,-1.8,0,-14,6,-7,2,8
COc1ccc(-c2csc3ncnc(N4CCN(c5ccccc5Cl)CC4)c23)cc1,3,-9,1,6,-2.4,29*,14,-19,-6,-5,-7
CCN1CCN(C(C)C(=O)Nc2c(C)n(C)n(-c3ccccc3)c2=O)CC1 (configuration not stated),5,-2,-2,-1,-0.7,-1,9,13,-5,2,-2
CCOC(=O)NC(=O)CSc1ccc(S(=O)(=O)N2CCCCC2)cn1,6,5,12,-1,-1.1,4,-1,-9,-5,-13,5
